Mcl-1 Bim block: disrupts Bim peptide binding to human Mcl-1; Bead-based flow cytometry, Bim peptide-Mcl-1 binding; inhibition, % at 10 µM; 0.1% of 190,000 active; AID 1009;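 note: 0% = no compound tracer wells and 100% = peptide blocker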
RGS7-Gao: regulators of human RGS7-Galphao interaction | 0.35% of 220,000 active | P09471 | Multiplexed bead flow cytometry, RGS7-Galphao binding; actives lie on both sides | AID 1439 | binding response (% of control), % at 10 µM; in the data active = binding response below about 49% or above about 150%; inconclusive = no clear call, values can overlap the other calls; inactive = in between;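 note: fluorescent Galphao held in activated GDP-AlF4 state binding bead-coupled RGS7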
Bcl-B Bim block: disrupts Bim peptide binding to human Bcl-B. Q9HD36. bead-based flow cytometry. inhibition, % at 10 µM. 0.073% of 190,000 active. AID 951;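 note: 0% = tracer peptide without compound and 100% = reference inhibitor peptide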
Bcl-2 Bim block: inhibitors of Bim-Bcl-2 interaction, human; 0.06% of 190,000 active; AID 950; Bead-based flow cytometry, Bim peptide-Bcl-2 binding; inhibition, % at 10 µM; in the data active = inhibition above about 40%; inconclusive = no clear call, values can overlap the other calls;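 note: 0% = no compound wells with probe peptide and 100% = reference peptide inhibitor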
Target sequence (P10415 whole entry, looked up): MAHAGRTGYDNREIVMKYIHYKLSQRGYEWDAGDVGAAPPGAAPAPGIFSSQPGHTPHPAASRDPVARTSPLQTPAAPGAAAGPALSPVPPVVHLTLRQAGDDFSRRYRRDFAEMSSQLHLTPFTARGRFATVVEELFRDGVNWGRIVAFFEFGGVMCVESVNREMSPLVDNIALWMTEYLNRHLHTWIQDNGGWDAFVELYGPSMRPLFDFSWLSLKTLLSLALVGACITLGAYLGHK
ABCB1 block: human ABCB1 inhibition, ABCG2 as counter-screen | P08183 | CCRF-Adr cells, JC-1 efflux, flow cytometry | inhibition, % at 6.6 µM | 0.067% of 190,000 active | AID 1326; in the data active = inhibition above about 40%;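 note: 0% = vehicle and 100% = reference inhibitor; higher value means more JC-1 retained so stronger ABCB1 efflux block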
Bim-Bcl-XL: inhibitors of Bim-Bcl-XL interaction, human. AID 1007. Q07817. Bim peptide-Bcl-XL binding, bead flow cytometry, fluorescence. inhibition, % at 10 µM. 0.04% of 190,000 active
Bcl-W Bim block: human Bim-Bcl-W interaction inhibition | Q92843 | 0.02% of 190,000 active | inhibition, % at 10 µM | AID 952 | bead-based flow cytometry, Bim peptide-Bcl-W binding;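 note: 0% = bound tracer without compound and 100% = peptide blocker; higher means less fluorescent Bim peptide bound to Bcl-W beads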
Bfl-1 Bim block: human Bim-Bfl-1 interaction inhibition; 0.12% of 190,000 active; inhibition, % at 10 µM; Bead-based flow cytometry, Bim-Bfl-1 binding inhibition; Q16548;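 note: 0% = wells without compound plus tracer and 100% = blocker peptide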
ABCG2 inh: inhibitors of human ABCG2 transporter, ABCB1 counter-screen. Q9UNQ0. IgMXP3 cells, JC-1 efflux, flow cytometry. inhibition, % at 6.6 µM. 0.1% of 190,000 active;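 active = inhibition above 80%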;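 note: 0% = DMSO and 100% = nicardipine control wells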
Target sequence (Q9UNQ0 whole entry, looked up): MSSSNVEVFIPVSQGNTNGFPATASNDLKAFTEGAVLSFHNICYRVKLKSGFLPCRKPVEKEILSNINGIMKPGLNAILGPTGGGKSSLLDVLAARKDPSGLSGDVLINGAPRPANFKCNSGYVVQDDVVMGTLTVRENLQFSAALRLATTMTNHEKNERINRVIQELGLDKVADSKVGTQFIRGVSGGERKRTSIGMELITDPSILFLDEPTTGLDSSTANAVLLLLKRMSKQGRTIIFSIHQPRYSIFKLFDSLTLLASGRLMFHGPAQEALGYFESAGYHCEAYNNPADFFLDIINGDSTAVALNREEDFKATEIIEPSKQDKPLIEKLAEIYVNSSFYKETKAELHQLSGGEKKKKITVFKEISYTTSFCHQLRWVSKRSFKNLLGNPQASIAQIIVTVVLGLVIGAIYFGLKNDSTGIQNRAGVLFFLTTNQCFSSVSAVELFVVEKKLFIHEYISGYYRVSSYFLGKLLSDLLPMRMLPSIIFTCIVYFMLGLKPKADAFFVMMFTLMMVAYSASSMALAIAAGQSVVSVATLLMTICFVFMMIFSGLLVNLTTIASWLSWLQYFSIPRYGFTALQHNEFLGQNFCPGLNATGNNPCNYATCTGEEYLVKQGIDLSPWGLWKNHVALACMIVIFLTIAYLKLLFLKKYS
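test system = two drug-resistant human cell lines, ABCG2 and ABCB1 | amount = 3 million cells/mL final, two lines in 1:1 ratio | reagent = JC-1 transporter substrate | doses = one concentration, 6.6 µM final | incubation = 10 min at 25 °C | signal = flow cytometric JC-1 green MFI at 530 nm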
RGS8-Gao reg: regulators of human RGS8-Galphao interaction; 0.34% of 220,000 active; response (percent of control binding), % at 10 µM; P09471; multiplexed bead flow cytometry, RGS8-Galphao binding; actives lie on both sides; AID 1423; in the data active = response below about 60% or above about 140%; inactive = in between;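 note: Galphao activated as the GDP aluminium fluoride complex binding bead-coupled RGS8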
RGS4-Gao reg: modulates binding of RGS4 to human Galphao. P09471. Multiplexed bead flow cytometry; actives lie on both sides. binding response (% of control), % at 10 µM. 0.33% of 220,000 active; in the data active = binding response below about 49% or above about 150%; inactive = in between;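 note: fluorescent Galphao activated with aluminum fluoride binding bead-coupled RGS4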
Active calls of the source: *; ? = inconclusive. Cut-off read from the data, not from the text of the source, unless noted: active = inhibition above about 40%.

SMILES	Mcl-1 Bim block	RGS7-Gao	Bcl-B Bim block	Bcl-2 Bim block	ABCB1 block	Bim-Bcl-XL	Bcl-W Bim block	Bfl-1 Bim block	ABCG2 inh	RGS8-Gao reg	RGS4-Gao reg
O=C(O)CCC(=O)NC1CCCCC1	0	97	0	-2	1.1	-2	0	-1	4	99	105
COc1ccc(NC(C)=O)cc1C	-3	105	-5	0	1.7	-4	0	-4	3	99	103
O=C(CCN1C(=O)c2ccccc2C1=O)Nn1cnnc1	-3	104	-8	-7	-0.1	-6	1	-23	3	99	101
COc1cccc(C2CC(c3ccccc3)=NN2S(=O)(=O)c2ccc(C)cc2)c1OC (stereo not drawn)	-11	106	-17	-12	0.3	-8	-11	-8	0	102	102
CCC(=O)Nc1c(C(=O)N2CCN(c3ccccn3)CC2)cnn1-c1ccc(C)cc1	-1	100	-4	-1	0.3	-5	-2	-3	1	105	101
CCOC(=O)c1sc(NC(=O)CSc2nc3c(cc2C#N)CCCCCC3)c(C#N)c1C	4	102	-1	-3	-0.6	0	0	-4	-3	104	101
CCSc1nnc(NC(=O)C2CC(=O)N(Cc3ccc(C)cc3)C2)s1 (stereo not drawn)	2	104	-8	-7	-0.1	-2	-3	-5	0	103	102
O=C(c1ccccc1)N1CCN(CC(O)COC2CCCCC2)CC1 (stereo not drawn)	-7	99	-11	-10	0.0	-11	-6	-12	-9	104	105
C/C=C(\C)C(=O)NCCN1C2=NC[C@@H](C)N2C[C@H]1Cc1ccc(O)cc1	4	99	-5	-2	0.6	-2	0	-3	1	98	101
CCOC(=O)C(CCC#N)(CCC#N)C(=O)OCC	0	106	-3	-3	-0.1	-4	3	-10	0	103	106
CCOC(=O)CCNC(=O)N1CCCC(CCC(=O)N(C)CCc2ccccn2)C1 (stereo not drawn)	-1	97	-2	-2	0.3	-3	-4	-7	0	101	101
CCOc1ccc(CC(=O)NNC(=O)NC2CCCCC2)cc1	1	94	-7	0	-0.2	-2	1	-5	1	101	99
COc1cc(Br)cc2cc(C(=O)N3CCN(C(=O)c4ccco4)CC3)c(=O)oc12	1	103	-1	-2	-0.1	1	2	1	0	102	100
COc1ccc(CCNC(=O)c2ccc(Cl)cc2Cl)cc1OC	-2	108	-7	-2	0.6	-5	-1	-11	3	111	104
C/C(CC(=O)NC12CC3CC(CC(C3)C1)C2)=N\NC(=O)c1ccc(C)cc1	1	102	-3	1	-0.5	-2	1	-11	-1	101	99
Cc1cc(C)c2sc(N(CCCN(C)C)C(=O)CN3C(=O)c4ccccc4C3=O)nc2c1	0	?	-2	0	0.7	1	0	0	-1	102	101
Cc1ccc2nc(C(=O)O)c(C(=O)O)nc2c1	-2	99	0	3	0.5	-1	-2	0	2	92	94
O=C(Nc1ccc2c(c1)nc1n2CCSC1)c1ccccc1	3	102	-2	0	0.2	1	5	-10	2	99	100
COc1ccc(OC)c(/C=N/NC(=O)c2[nH]nc3c2CCc2ccccc2-3)c1	-2	103	-4	-3	-0.9	-6	-4	-1	-4	104	104
CCOC(=O)C1=C(C)NC(=O)CC1c1ccccc1 (stereo not drawn)	-1	94	-8	-6	0.0	-4	-2	-12	1	99	97
CCOC(=O)C(NC(=O)Nc1ccc(Cl)cn1)(Oc1ccc(F)cc1)C(F)(F)F (stereo not drawn)	-3	102	3	-5	0.3	0	0	-6	0	102	102
Cc1c(F)cccc1NS(=O)(=O)c1ccc2c(c1)NC(=O)CO2	-1	98	-4	-5	-0.3	-1	-3	-9	0	100	104
COc1ccc(-c2ccc(-c3noc(C4CCCCC4)n3)c(OC)n2)cc1	-2	95	-3	-4	0.2	-2	0	-3	3	98	97
COc1ccc(NC(=O)CSc2ccc(C)cc2)cc1	-8	110	-6	-5	1.5	-6	-2	1	16	111	109
Cc1noc(C(=O)Nc2sc3c(c2C#N)CCC3)c1Cl	0	109	0	4	0.1	-1	0	1	1	101	101
CCCn1c(C(C)NC(C)=O)nc2ccccc21 (stereo not drawn)	-5	102	-5	-7	0.4	-4	-5	-8	2	117	108
O=C(NNC(=S)Nc1cccc(C(F)(F)F)c1)c1ccccc1Cl	-1	98	-13	0	0.5	-4	-4	0	2	95	97
c1ccc(Oc2nc(N3CCOCC3)nc(N3CCOCC3)n2)cc1	-1	116	-1	-2	0.2	-2	-1	-2	1	127	118
N#CNC1=NCN(Cc2ccccc2)CN1	2	102	1	1	0.1	0	0	0	0	101	102
Cc1csc(NC(=O)CCS(=O)(=O)c2ccc(Br)cc2)n1	-7	95	-15	-11	0.6	-25	-3	-9	2	94	96

Sorted by SMILES length (ascending): part of the list above
SMILES	Mcl-1 Bim block	RGS7-Gao	Bcl-B Bim block	Bcl-2 Bim block	ABCB1 block	Bim-Bcl-XL	Bcl-W Bim block	Bfl-1 Bim block	ABCG2 inh	RGS8-Gao reg	RGS4-Gao reg
N#CNC1=NCN(Cc2ccccc2)CN1	2	102	1	1	0.1	0	0	0	0	101	102
CCCn1c(C(C)NC(C)=O)nc2ccccc21 (stereo not drawn)	-5	102	-5	-7	0.4	-4	-5	-8	2	117	108
COc1ccc(NC(=O)CSc2ccc(C)cc2)cc1	-8	110	-6	-5	1.5	-6	-2	1	16	111	109
CCOC(=O)C1=C(C)NC(=O)CC1c1ccccc1 (stereo not drawn)	-1	94	-8	-6	0.0	-4	-2	-12	1	99	97
Cc1noc(C(=O)Nc2sc3c(c2C#N)CCC3)c1Cl	0	109	0	4	0.1	-1	0	1	1	101	101
Cc1csc(NC(=O)CCS(=O)(=O)c2ccc(Br)cc2)n1	-7	95	-15	-11	0.6	-25	-3	-9	2	94	96
O=C(NNC(=S)Nc1cccc(C(F)(F)F)c1)c1ccccc1Cl	-1	98	-13	0	0.5	-4	-4	0	2	95	97
Cc1c(F)cccc1NS(=O)(=O)c1ccc2c(c1)NC(=O)CO2	-1	98	-4	-5	-0.3	-1	-3	-9	0	100	104
COc1ccc(-c2ccc(-c3noc(C4CCCCC4)n3)c(OC)n2)cc1	-2	95	-3	-4	0.2	-2	0	-3	3	98	97
COc1ccc(OC)c(/C=N/NC(=O)c2[nH]nc3c2CCc2ccccc2-3)c1	-2	103	-4	-3	-0.9	-6	-4	-1	-4	104	104
C/C(CC(=O)NC12CC3CC(CC(C3)C1)C2)=N\NC(=O)c1ccc(C)cc1	1	102	-3	1	-0.5	-2	1	-11	-1	101	99
Cc1cc(C)c2sc(N(CCCN(C)C)C(=O)CN3C(=O)c4ccccc4C3=O)nc2c1	0	?	-2	0	0.7	1	0	0	-1	102	101

Going on with the list:
SMILES	Mcl-1 Bim block	RGS7-Gao	Bcl-B Bim block	Bcl-2 Bim block	ABCB1 block	Bim-Bcl-XL	Bcl-W Bim block	Bfl-1 Bim block	ABCG2 inh	RGS8-Gao reg	RGS4-Gao reg
O=C(CSCc1cccc(Br)c1)N1CCOCC1	-3	102	-8	-7	1.8	-8	-2	-16	5	102	104
O=C(NN1CCOCC1)c1cc(-c2ccc(Br)cc2)nc2ccccc12	-6	102	-1	1	0.4	-5	-1	5	2	109	102
CCOC(=O)c1sc(NC(=O)COC(=O)c2ccco2)nc1C	-5	99	-1	-7	0.4	0	-1	0	2	97	97
COc1ccccc1N1C(=O)C2C(c3ccc(F)cc3)NN(C(=O)c3ccc(C)cc3)C2C1=O (stereo not drawn)	1	?	-2	3	1.3	3	0	0	2	108	108
CCn1nnc(NC(=O)c2ccc(C(C)(C)C)cc2)n1	2	102	-4	3	0.1	-7	5	-7	1	100	103
O=C(O)c1ccc(NS(=O)(=O)c2ccc3c(c2)C(=O)c2ccccc2C3=O)cc1	16	92	4	1	0.2	12	20	4	1	101	100
CCCCn1c(SC(C)C(=O)c2ccc(OC)cc2)nc2cc(S(N)(=O)=O)ccc21 (stereo not drawn)	1	100	-2	-1	0.9	-5	-3	0	6	104	100
O=C(CN1C(=O)NC2(CCCC2)C1=O)N1CCN(S(=O)(=O)c2ccc(Cl)cc2)CC1	1	101	0	-3	0.0	0	1	-4	0	102	99
Cc1nc2scc(-c3ccc(C(C)(C)C)cc3)c2c(=O)n1N	0	100	0	0	-0.3	2	1	0	1	102	102
O=C1CCCc2c1[nH]c1ccc(CN3CCCCC3)cc21	-1	99	0	0	0.7	0	-3	5	5	102	102
Cc1cc(=O)[nH]c(N/N=C/c2ccc(Br)s2)n1	2	101	4	2	0.4	5	4	0	2	103	103
CCO[C@H]1OC(C(=O)N2CCN(Cc3ccccc3)CC2)=C[C@@H](c2coc3ccccc3c2=O)[C@@H]1CCCO	1	101	-3	1	1.1	-1	0	-4	1	99	98
N#Cc1nc(Cc2ccccc2)oc1N1CCN(c2cccc(Cl)c2)CC1	-3	102	-3	-8	0.5	-6	0	-5	8	103	105
COC(=O)C1C(O)=C(C=NCC(C)N=CC2=C(O)C(C(=O)OC)C(C)(C)CC2=O)C(=O)CC1(C)C (stereo not drawn)	-2	99	0	-4	0.6	0	0	-1	2	100	99
COc1cc2c3nnc(-c4ccccc4)c-3cn(Cc3ccc(F)cc3)c2cc1OC	-1	103	-10	0	0.7	-3	-1	-2	5	98	99
O=C(COC(=O)CCCSc1nc2ccccc2[nH]1)Nc1ccc(Oc2ccccc2)cc1	2	97	-3	-2	0.5	-3	2	-1	12	99	98
Cc1ccc(Cn2c(Cc3ccccc3)nc3ccccc32)cc1	-5	102	-6	0	0.8	-3	0	-2	4	100	100
O=C(/C=C/c1ccccc1)N1CCC(c2ccccc2)C1 (stereo not drawn)	-1	98	-4	0	0.5	0	-2	0	10	95	96
O=C(NC(=S)NC(=O)c1ccccc1F)c1ccccc1F	-1	102	-2	-2	0.5	-4	0	0	3	99	104
Cn1ccnc1SCC(=O)Nc1nc2ccccc2s1	-1	?	-3	-2	0.1	-1	0	0	9	104	97
COc1cc2cc(CN(CCc3cccc(C)c3)C(=S)NCCCN3CCOCC3)c(=O)[nH]c2cc1OC	2	107	-7	0	-0.1	0	2	0	0	109	110
CCCNC(=O)Cn1nc(C(F)(F)F)cc1C	0	101	-3	-2	0.1	-3	-3	-4	0	101	101
CCOc1ccc2nc(NC(=O)CSc3nc4ccccc4c(=O)n3Cc3ccco3)sc2c1	0	104	-7	-6	0.5	-1	0	-11	2	107	108
Cc1ccc(S(=O)(=O)N(C)Cc2ccc(C(=O)NN=C(CC(C)C)CC(C)C)cc2)cc1	-7	100	-5	-7	-0.1	-7	-4	-3	-4	104	104
O=C(Nc1sc2c(c1C(=O)NC1CC1)CCCCCC2)c1ccco1	0	103	-9	-4	0.4	-7	0	-7	5	99	102
Cc1nc(NNC(=O)c2ccc([N+](=O)[O-])cc2)cc(-c2ccccc2)n1	2	102	-6	-4	-0.3	-1	4	-1	-1	102	102
COc1ccc(OC)c(-c2cc(C3CCN(c4cc(Cl)nc(N)n4)CC3)[nH]n2)c1	-1	99	-1	-5	4.1	-1	0	-2	6	100	100

Screening results: PubChem BioAssay, NMMLSC
